HCV NS3 hel inh: inhibitors of HCV NS3 helicase, primary screen, biochemical, Cy5 molecular beacon fluorescence; NS3 helicase DNA unwinding; inhibition, % at 10.9 µM; 290,000 tested, 0.56% active;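 active = inhibition above the mean of all tested compounds plus 3 SD, set per campaign, cut at about 35% in these data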;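 also: 0% = DMSO wells and 100% = thioflavine S control wells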
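Compound dosing – single dose, 10.9 µM nominal final, DMSO 0.8% final · System – NS3 helicase fragment of HCV · Buffer or medium – MOPS pH 6.5, MgCl2, DTT, Tween20, BSA · Signal – Cy5 beacon fluorescence read at start and 1 h · Also added – annealed dual-labelled DNA beacon duplex, ATP-started · Schedule – 1 h at 25 °C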
PfM18AAP inh: PfM18AAP inhibitors, malaria aminopeptidase, primary screen, biochemical, QFRET, recombinant enzyme | M18 aspartyl aminopeptidase (Plasmodium falciparum 3D7) | H-Glu-NHMec fluorogenic cleavage | inhibition, % at 7.35 µM | 290,000 tested, 1.2% active;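 active = inhibition above the campaign mean inhibition over all tested compounds plus 3 SD, cut at about 28% in these data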;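 also: 0% = plate median of test compound wells and 100% = 2 mM ZnCl2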
MEKK2 WT-MEK5: modulators of MEK5 binding to wildtype MEKK2, primary screen, biochemical, multiplex bead flow cytometry, Alexa488-MEK5; Alexa488-MEK5 binding to MEKK2 WT; actives lie on both sides; binding response (% of control), % at 10 µM; 290,000 tested, 1.1% active; AID 1531, 2009; in the data active = binding response below about 67% or above about 130%
UBC9 SUMO inh: inhibitors of in vitro SUMOylation cascade, primary screen, biochemical, HTRF, uHTS. SUMO-conjugating enzyme UBC9 (Homo sapiens), P63279. HTRF SUMOylation assay, SAE1/SAE2 + UBC9. inhibition, % at 35 µM. 290,000 tested, 0.36% active. AID 2006, 2009; in the data active = inhibition above about 50%, passing the limit was not always enough; also: strong numbers were not always called active
Target sequence (P63279 whole entry, looked up): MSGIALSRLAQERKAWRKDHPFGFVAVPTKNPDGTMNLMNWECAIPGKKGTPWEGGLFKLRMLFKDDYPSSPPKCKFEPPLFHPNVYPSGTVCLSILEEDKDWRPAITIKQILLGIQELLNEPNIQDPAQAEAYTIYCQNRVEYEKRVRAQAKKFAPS
FID counter: compounds displacing fluorescent DNA intercalator, primary screen, artefact control for HCV NS3 helicase inhibitor project, biochemical, FID fluorescence | DNA fluorescent intercalator displacement | inhibition, % at 7.9 µM | 290,000 tested, 0.17% active | AID 1845, 2009; in the data active = inhibition above about 37%;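 also: 0% = vehicle and 100% = reference compound; higher means more ethidium bromide displaced from hairpin DNA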
VIM-2 inh: VIM-2 metallo-beta-lactamase inhibitors, primary screen, biochemical, epi-absorbance readout, Pseudomonas aeruginosa enzyme | purified VIM-2, nitrocefin hydrolysis, epi-absorbance fluorescence | inhibition, % at 5.6 µM | 290,000 tested, 0.89% active;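 active = inhibition above the mean of all tested compounds plus 3 SD, cutoff set per screening run, cut at about 7.5% in these data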;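 also: red hydrolysis product quenches plate fluorescence so inhibitors raise well fluorescence; 0% = enzyme with DMSO and 100% = DMSO without enzyme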
IMP-1 inh: IMP-1 metallo-beta-lactamase inhibitors, primary screen, biochemical, epi-absorbance readout, Pseudomonas aeruginosa enzyme; 290,000 tested, 0.45% active; AID 1556, 2009; inhibition, % at 5.6 µM; purified IMP-1, nitrocefin hydrolysis, epi-absorbance fluorescence;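 active = inhibition above the mean plus 3 SD of all compounds in the same screening run, cut at about 4.5% in these data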;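 also: 0% = IMP-1 with DMSO and 100% = DMSO wells lacking enzyme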
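assay system = purified recombinant IMP-1 metallo-beta-lactamase enzyme | schedule = 15 min preincubation plus 25 min reaction at 25 °C | signal = Epi-absorbance fluorescence, 480 nm excitation, 530 nm emission | read-out basis = percent inhibition from optical density relative to buffer-blank wells | controls = IMP-1 with DMSO as 0%, enzyme-free DMSO as 100%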
MEKK2 mut-MEK5: MEK5 binding signal on mutant MEKK2 PB1, primary screen, biochemical, multiplex bead flow cytometry, Alexa488-MEK5. Alexa488-MEK5 binding to MEKK2 mutant. percent response, % at 10 µM. 290,000 tested, 0.35% active. AID 1530, 2009; in the data active = percent response above about 24%, passing the limit was not always enough; also: inactives centre near 1; some results filed as inactive read as strong as hits
NALP1 yeast inh: NALP1 inflammasome inhibitors in reconstituted yeast, colorimetric, S. cerevisiae, triplicate retest | S. cerevisiae NALP1/ASC/caspase-1 growth, X-gal OD620, 72 h | inhibition, % at 10 µM | 280,000 tested, 0.61% active; in the data active = inhibition mostly above about 24%, no sharp cut-off; inactive = mostly below about 32%; also: some compounds called inactive have numbers as strong as hits
* hit, by the source's call.

Results for COc1ccc(S(=O)(=O)NCCCCNS(=O)(=O)c2ccc(OC)cc2)cc1 ?
HCV NS3 hel inh: -14.2; PfM18AAP inh: -6.2; MEKK2 WT-MEK5: 105.0; UBC9 SUMO inh: -6.6; FID counter: -19.2; VIM-2 inh: 0.2; IMP-1 inh: -0.2; MEKK2 mut-MEK5: 2.0; NALP1 yeast inh: 14.2

How did CCCCOc1ccc(C(=O)Nc2ccncc2)cc1 do in these assays?
HCV NS3 hel inh: -3.6; PfM18AAP inh: -2.1; MEKK2 WT-MEK5: 111.0; UBC9 SUMO inh: 15.9; FID counter: 1.3; VIM-2 inh: -0.4; IMP-1 inh: -3.3; MEKK2 mut-MEK5: 5.0; NALP1 yeast inh: 18.2

Results for CCOc1cc(/C=N/NC(=O)C2CCCC2)ccc1O ?
HCV NS3 hel inh: -6.0; PfM18AAP inh: -16.6; MEKK2 WT-MEK5: 98.0; UBC9 SUMO inh: 15.1; FID counter: -6.7; VIM-2 inh: 1.0; IMP-1 inh: -2.7; MEKK2 mut-MEK5: -5.0; NALP1 yeast inh: 3.4

How did COc1ccc(CCN(C(=O)/C=C/C(=O)O)C2CC(=O)N(c3ccccc3)C2=O)cc1 (stereo not drawn) do in these assays?
HCV NS3 hel inh: 8.9; PfM18AAP inh: -4.8; MEKK2 WT-MEK5: 95.0; UBC9 SUMO inh: 19.2; FID counter: -26.9; VIM-2 inh: -0.7; IMP-1 inh: -0.7; MEKK2 mut-MEK5: -8.0; NALP1 yeast inh: 8.3

How did CCc1nnc(NC(=O)CSc2nnc(-c3ccc(NS(=O)(=O)c4ccccc4)cc3)o2)s1 do in these assays?
HCV NS3 hel inh: 9.0; PfM18AAP inh: 1.8; MEKK2 WT-MEK5: 102.0; UBC9 SUMO inh: -10.2; FID counter: -38.3; VIM-2 inh: 1.5; IMP-1 inh: 0.6; MEKK2 mut-MEK5: -1.0; NALP1 yeast inh: 34.2

Results for Cc1nnc(NC(=O)CSCc2ccccc2)s1 ?
HCV NS3 hel inh: -0.3; PfM18AAP inh: 4.3; MEKK2 WT-MEK5: 101.0; UBC9 SUMO inh: -2.3; FID counter: -2.1; VIM-2 inh: -4.1; IMP-1 inh: -3.8; MEKK2 mut-MEK5: 2.0; NALP1 yeast inh: 25.9

Results for CC(Oc1ccc(Br)cc1Cl)C(=O)Nc1ccncc1 (stereo not drawn) ?
HCV NS3 hel inh: -6.3; PfM18AAP inh: 0.7; MEKK2 WT-MEK5: 109.0; UBC9 SUMO inh: 2.7; FID counter: -9.8; VIM-2 inh: -1.4; IMP-1 inh: -4.3; MEKK2 mut-MEK5: 3.0; NALP1 yeast inh: 1.3

Results for CCN(CC)c1ccc2c(c1)CCCN2 ?
HCV NS3 hel inh: 17.4; PfM18AAP inh: 32.2*; MEKK2 WT-MEK5: 91.0; UBC9 SUMO inh: 48.6; FID counter: -5.0; VIM-2 inh: -2.7; IMP-1 inh: -1.6; MEKK2 mut-MEK5: -6.0; NALP1 yeast inh: 16.0

How did O=c1c2ccccc2[nH]c2ccc(F)cc12 do in these assays?
HCV NS3 hel inh: 3.2; PfM18AAP inh: -8.1; MEKK2 WT-MEK5: 92.0; UBC9 SUMO inh: 23.4; FID counter: 3.1; VIM-2 inh: 1.4; IMP-1 inh: -0.3; MEKK2 mut-MEK5: -6.0; NALP1 yeast inh: 2.4

What do the screens show for `CC(C)CC(=O)c1c[nH]c(C(=O)NCC2CCCO2)c1` (stereo not drawn)?
HCV NS3 hel inh: -0.9; PfM18AAP inh: 8.0; MEKK2 WT-MEK5: 99.0; UBC9 SUMO inh: 10.9; FID counter: -1.8; VIM-2 inh: -2.2; IMP-1 inh: -2.7; MEKK2 mut-MEK5: 3.0; NALP1 yeast inh: 19.9

What do the screens show for `O=S(=O)(CC(O)COc1ccc(Br)cc1)c1ccccc1` (stereo not drawn)?
HCV NS3 hel inh: -1.7; PfM18AAP inh: -0.1; MEKK2 WT-MEK5: 92.0; UBC9 SUMO inh: -3.2; FID counter: -4.3; VIM-2 inh: -1.8; IMP-1 inh: -5.0; MEKK2 mut-MEK5: -1.0

Results for COc1ccc(S(=O)(=O)N(C)CC(=O)NCc2ccccc2)cc1OC ?
HCV NS3 hel inh: 4.4; PfM18AAP inh: -2.6; MEKK2 WT-MEK5: 108.0; UBC9 SUMO inh: 7.1; FID counter: -17.8; VIM-2 inh: 0.7; IMP-1 inh: -1.0; MEKK2 mut-MEK5: 7.0; NALP1 yeast inh: -2.4

How did Cc1ccccc1SCC(=O)NCCCn1ccnc1 do in these assays?
HCV NS3 hel inh: -4.2; PfM18AAP inh: -5.1; MEKK2 WT-MEK5: 108.0; UBC9 SUMO inh: 6.5; FID counter: -5.4; VIM-2 inh: -0.3; IMP-1 inh: 0.2; MEKK2 mut-MEK5: -4.0; NALP1 yeast inh: 21.3

Results for CCSc1nnc(NC(=O)/C=C/c2ccc3c(c2)OCO3)s1 ?
HCV NS3 hel inh: 6.2; PfM18AAP inh: -1.4; MEKK2 WT-MEK5: 97.0; UBC9 SUMO inh: 3.4; FID counter: -6.7; VIM-2 inh: -1.7; IMP-1 inh: -5.9; MEKK2 mut-MEK5: -2.0; NALP1 yeast inh: 13.5

What do the screens show for `CCOC(=O)N1CCN(C(=O)C2CCCN(S(C)(=O)=O)C2)CC1` (stereo not drawn)?
HCV NS3 hel inh: 11.1; PfM18AAP inh: 1.9; MEKK2 WT-MEK5: 114.0; UBC9 SUMO inh: 20.9; FID counter: -12.2; VIM-2 inh: -3.2; IMP-1 inh: -3.4; MEKK2 mut-MEK5: 13.0; NALP1 yeast inh: -21.2

How did COc1ccccc1NS(=O)(=O)c1ccc(N2CCOCC2)c(NC(=O)c2ccco2)c1 do in these assays?
HCV NS3 hel inh: 1.4; PfM18AAP inh: -3.4; MEKK2 WT-MEK5: 106.0; UBC9 SUMO inh: -0.5; FID counter: -25.9; VIM-2 inh: -6.7; IMP-1 inh: -4.7; MEKK2 mut-MEK5: 1.0; NALP1 yeast inh: -4.5

What do the screens show for `O=C(CCc1nc(-c2ccccc2Cl)no1)Nc1cccnc1`?
HCV NS3 hel inh: -3.8; PfM18AAP inh: -9.6; MEKK2 WT-MEK5: 96.0; UBC9 SUMO inh: -1.5; FID counter: -9.0; VIM-2 inh: 0.0; IMP-1 inh: -0.9; MEKK2 mut-MEK5: -10.0; NALP1 yeast inh: 17.0

How did CC(/C=C/c1ccccc1)=N\NC(N)=S do in these assays?
HCV NS3 hel inh: -15.3; PfM18AAP inh: 10.0; MEKK2 WT-MEK5: 104.0; UBC9 SUMO inh: 14.9; FID counter: -5.6; VIM-2 inh: -4.2; IMP-1 inh: -2.9; MEKK2 mut-MEK5: 2.0; NALP1 yeast inh: 7.7

How did O=C1NC(=O)/C(=C\c2ccc(Sc3ccc(Cl)cc3)o2)N1 do in these assays?
HCV NS3 hel inh: 6.0; PfM18AAP inh: -6.4; MEKK2 WT-MEK5: 111.0; UBC9 SUMO inh: 16.1; FID counter: -5.3; VIM-2 inh: -2.0; IMP-1 inh: -1.4; MEKK2 mut-MEK5: 8.0; NALP1 yeast inh: -14.8

Results for Cc1ccc(NC(=O)C2(S(=O)(=O)c3ccc(Cl)cc3)CC2)cc1 ?
HCV NS3 hel inh: 2.5; PfM18AAP inh: -5.0; MEKK2 WT-MEK5: 101.0; UBC9 SUMO inh: -1.7; FID counter: -22.7; VIM-2 inh: -0.8; IMP-1 inh: -2.5; MEKK2 mut-MEK5: 2.0; NALP1 yeast inh: 9.1

How did COc1ccc(S(=O)(=O)N2CCCC(C(=O)NCC3CCCO3)C2)cc1OC (stereo not drawn) do in these assays?
HCV NS3 hel inh: 10.0; PfM18AAP inh: 7.1; MEKK2 WT-MEK5: 101.0; UBC9 SUMO inh: 13.3; FID counter: -9.2; VIM-2 inh: 1.2; IMP-1 inh: -2.1; MEKK2 mut-MEK5: 2.0; NALP1 yeast inh: 8.9

Results for CN1C(=O)C(O)(CC(=O)c2ccc(F)cc2)c2cc(Br)ccc21 (stereo not drawn) ?
HCV NS3 hel inh: -4.4; PfM18AAP inh: -5.1; MEKK2 WT-MEK5: 105.0; UBC9 SUMO inh: -9.6; FID counter: -9.9; VIM-2 inh: -0.3; IMP-1 inh: -0.5; MEKK2 mut-MEK5: 4.0; NALP1 yeast inh: 28.0

Results for Nc1c(Cl)ncnc1N/N=C/c1ccccn1 ?
HCV NS3 hel inh: 11.6; PfM18AAP inh: 19.8; MEKK2 WT-MEK5: 98.0; UBC9 SUMO inh: 23.5; FID counter: -3.1; VIM-2 inh: -5.4; IMP-1 inh: -1.4; MEKK2 mut-MEK5: -2.0; NALP1 yeast inh: 93.8*

Results for COCC(C)NC(=O)c1cccc([N+](=O)[O-])c1 (stereo not drawn) ?
HCV NS3 hel inh: 8.0; PfM18AAP inh: 1.2; MEKK2 WT-MEK5: 102.0; UBC9 SUMO inh: -4.1; FID counter: -0.2; VIM-2 inh: -0.3; IMP-1 inh: 0.3; MEKK2 mut-MEK5: 0.0; NALP1 yeast inh: -18.2

How did COc1ccc(NC(=O)CC2C(=O)N(c3ccc(OC)cc3)C(=S)N2NC(=O)c2cccc(F)c2)cc1 (stereo not drawn) do in these assays?
HCV NS3 hel inh: 3.7; PfM18AAP inh: 13.6; MEKK2 WT-MEK5: 98.0; UBC9 SUMO inh: 12.2; FID counter: -16.3; VIM-2 inh: -2.9; IMP-1 inh: -2.2; MEKK2 mut-MEK5: 0.0; NALP1 yeast inh: 10.4

How did COc1ccccc1-c1cc(C(=O)N/N=C\c2cn(C)nc2C)c2ccccc2n1 do in these assays?
HCV NS3 hel inh: -1.1; PfM18AAP inh: -3.0; MEKK2 WT-MEK5: 106.0; UBC9 SUMO inh: 9.9; FID counter: -36.9; VIM-2 inh: -3.8; IMP-1 inh: -3.2; MEKK2 mut-MEK5: 5.0; NALP1 yeast inh: 18.5

Looked up by structure from the entries so far (two):
How did O=C1NC(=O)/C(=C\c2ccc(Sc3ccc(Cl)cc3)o2)N1 do in these assays?
HCV NS3 hel inh: 6.0; PfM18AAP inh: -6.4; MEKK2 WT-MEK5: 111.0; UBC9 SUMO inh: 16.1; FID counter: -5.3; VIM-2 inh: -2.0; IMP-1 inh: -1.4; MEKK2 mut-MEK5: 8.0; NALP1 yeast inh: -14.8

Results for COCC(C)NC(=O)c1cccc([N+](=O)[O-])c1 (stereo not drawn) ?
HCV NS3 hel inh: 8.0; PfM18AAP inh: 1.2; MEKK2 WT-MEK5: 102.0; UBC9 SUMO inh: -4.1; FID counter: -0.2; VIM-2 inh: -0.3; IMP-1 inh: 0.3; MEKK2 mut-MEK5: 0.0; NALP1 yeast inh: -18.2
